# Compound activity: PubChem BioAssay, several laboratories
# Her2 expr inh: Her2 kinase expression inhibition; P04626; HER2 level % of control, % at 10 µM; SKBR-3 HER2 protein level, AlphaScreen, 18-24 h; hits give low values; 65,000 tested, 0.69% active;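 active = HER2 level under 5% of the carrier-only control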;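 note: 100% = DMSO carrier and 0% = 500 nM PU-H71 HSP90 inhibitor; lower value means stronger loss of Her2 protein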
# 5HT1a antag: antagonists of human 5-HT1a serotonin receptor; P08908; CHO 5-HT1a Ga15 NFAT-bla reporter, antagonist mode; inhibition, % at 10 µM; 62,000 tested, 0.68% active; AID 612;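 active = inhibition above the mean of all tested compounds plus 3 SD, cut at about 43% in these data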;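 note: receptor stimulated by 5-CT agonist at 100 nM near EC80; beta-lactamase reporter measured by ratiometric fluorescence of a cleavable substrate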
# MMP13 inh: MMP13 (human) collagenase inhibition; P45452; MMP-13 fTHP FRET cleavage, Mca fluorescence; inhibition, % at 4 µM; 65,000 tested, 0.07% active; AID 570;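 active = inhibition above the mean of compound-free control plate wells plus 3 SD, cut at about 14% in these data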;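 note: 0% = DMSO wells and 100% = wells with reference MMP-13 inhibitor after basal subtraction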
# S1P3 ag: activates the human S1P3 receptor | S1P3 NFAT-BLA reporter cells, agonism, FRET ratio; relative to 1 µM S1P, basal subtracted | activation, % at 4.5 µM | AID 373 | Q99500 | 60,000 tested, 0.1% active;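 active = activation above the screen-wide mean plus 3 SD, cut at about 4.5% in these data, passing the limit was not always enough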; note: some compounds called inactive have numbers as strong as hits
# Target sequence (Q99500 whole entry, looked up): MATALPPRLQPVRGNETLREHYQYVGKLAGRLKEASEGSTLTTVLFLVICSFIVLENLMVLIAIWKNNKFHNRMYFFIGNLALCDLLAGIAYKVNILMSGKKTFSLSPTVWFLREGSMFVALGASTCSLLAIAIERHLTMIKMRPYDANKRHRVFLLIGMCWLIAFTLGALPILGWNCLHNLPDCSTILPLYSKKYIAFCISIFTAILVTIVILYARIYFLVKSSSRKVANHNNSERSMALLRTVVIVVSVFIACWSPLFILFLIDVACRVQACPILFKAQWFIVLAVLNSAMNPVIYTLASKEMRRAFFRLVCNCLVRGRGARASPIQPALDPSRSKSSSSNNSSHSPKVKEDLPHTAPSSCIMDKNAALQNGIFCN
#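 Assay system: stable CHO line with human S1P3, Gα16, NFAT-BLA reporter; Detection: FRET β-lactamase substrate fluorescence, excitation 405 nm, 460/535 nm emission ratio, background-subtracted; Read-out: percent activation versus median 1 µM S1P response, basal-subtracted, per plate; Incubation: cells plated overnight, compound 4 h 37 °C, substrate 2 h RT.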
# S1P1 ag pot: agonists and agonism potentiators of human S1P1 receptor; P21453; S1P1 CRE-bla cells, forskolin, beta-lactamase FRET, potentiator mode; S1P1 agonist co-added at EC20, 2 nM; 100% = saturating reference agonist, 0% = basal; activation, % at 9.5 µM; 56,000 tested, 0.57% active; AID 449;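 active = activation above a cutoff set at the mean activation of all tested compounds plus 3 SD, cut at about 54% in these data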;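 note: forskolin at 4 µM as EC80 and the EC20 agonist is SEW2871; 100% = SEW2871 at its EC100 plus forskolin at EC80; some compounds past the cut are filed as inactive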
# A340 absorber: compounds absorbing at 340 nm | fold change at 10 µM | compound absorbance at 340 nm, fold over control | 65,000 tested, under 10 active | AID 708;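 active = at 10 µM dose, initial 340 nm absorbance at least 2 fold that of control wells; inactive = change under 2 fold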;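 note: initial absorbance extrapolated from kinetic A340 decline of NADH oxidation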
# HTR1E agonist: 5-HT1E (human) receptor agonism; P28566; CHO 5-HT1E Ga15 NFAT-bla reporter, FRET; 0% DMSO wells, 100% control agonist wells; activation, % at 6 µM; 65,000 tested, 0.69% active; AID 574;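 active = activation above a set limit, the screen-wide mean activation plus 3 SD, cut at about 8.5% in these data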;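 note: 100% = positive control agonist at 1 µM giving full maximal response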
# Target sequence (P28566 whole entry, looked up): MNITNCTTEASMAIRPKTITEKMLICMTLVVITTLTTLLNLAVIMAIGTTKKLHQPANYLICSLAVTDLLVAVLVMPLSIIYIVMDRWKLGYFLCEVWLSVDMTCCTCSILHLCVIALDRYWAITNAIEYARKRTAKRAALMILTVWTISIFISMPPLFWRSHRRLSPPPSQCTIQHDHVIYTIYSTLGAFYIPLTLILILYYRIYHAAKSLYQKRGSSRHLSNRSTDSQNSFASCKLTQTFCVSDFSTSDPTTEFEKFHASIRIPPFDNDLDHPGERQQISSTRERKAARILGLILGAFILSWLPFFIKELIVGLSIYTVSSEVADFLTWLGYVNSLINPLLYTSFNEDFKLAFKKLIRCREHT
# HTR1E antagonist: blocks the human 5-HT1E serotonin receptor | CHO 5-HT1E Ga15 NFAT-bla reporter, FRET, antagonist | inhibition, % at 6 µM | 65,000 tested, 0.99% active;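 active = inhibition above a set limit, the mean inhibition across every tested compound plus 3 SD, cut at about 29% in these data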;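 note: signal is the 460 over 535 nm emission ratio of beta-lactamase substrate; 0% = agonist plus DMSO wells and 100% = wells without agonist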
# Autofluor 339: intrinsic fluorescence of library compounds, ex339/em460 – biochemical, MLSMR library, data from DPM-DC assay, artefact control, profiling panel; compound autofluorescence, ex339/em460 nm, NADH buffer; hits give high values; 1 = no-compound wells, NADH background; fluorescence fold increase at 10 µM; 65,000 tested, 5.5% active;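 active = at 10 µM, mean starting fluorescence two-fold or more over control wells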;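 note: signal is the first read of a kinetic run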
# Starred values were filed as active, the others as inactive; i = inactive; / = not tested or not shown; [ ] = remark or other dose. Hits appear at their usual frequency; 8.5% or so of the library scored in one or more.
Her2 expr inh	5HT1a antag	MMP13 inh	S1P3 ag	S1P1 ag pot	A340 absorber	HTR1E agonist	HTR1E antagonist	Autofluor 339	Molecule
120.4	/	1.1	-3.4	0.9	1.02	-0.3	-10.4	1.08	Cc1nc2sc3c(c2c(=O)o1)CC(C)(C)OC3
78.9	-11.9	5.2	-0.6	5.5	1.01	-0.6	11.9	0.98	COc1ccc(CCNS(=O)(=O)c2cccc(C(=O)O)c2)cc1OC
95.2	6.8	2.4	-0.5	9.2	0.97	0.9	-8.6	1	CC(C)CCN(C)C1CCN(S(=O)(=O)c2ccc(F)cc2)CC1
117.1	-0.4	-0.4	-0.5	-18.9	1.03	0.5	1.8	1.11	CCOC(=O)c1c(N)sc2c1CCC(C)C2 (configuration not stated)
84.6	-3.7	-2.2	-0.6	-9.7	1.07	-0.8	-2.3	1.25	c1ccc(-c2nnc(CN3CCCc4ccccc43)o2)cc1
111.0	10.0	7.9	-1.2	-4.0	1.11	0.4	2.8	1.01	CN1C(=O)/C(=C2\SC(=S)N(C(CCC(=O)O)C(=O)O)C2=O)c2ccccc21 (configuration not stated)
61.2	-6.2	2.0	/	/	1.07	-0.1	2.7	1.15	COC(=O)c1cn(NC(=O)C2COc3ccccc3O2)c(=O)c2ccccc12 (configuration not stated)
60.7	19.8	2.0	-0.5	12.9	1	-1.3	15.4	1.1	N=c1c2c(n(Cc3ccc(Cl)cc3)c3c1CCC3)CCC2
102.2	12.8	2.6	-0.7	-25.1	1.27	0.1	2.3	1.18	COc1cc2nc(-c3cccs3)oc(=O)c2cc1OC
124.0	18.7	-0.6	0.1	-8.9	1.08	-0.4	-1.5	1.12	Cc1cc(NC(=O)Nc2ccccc2)n(-c2ccccc2)n1
125.3	-0.7	2.0	0.0	-6.7	1	1.6	-7.9	1.03	O=C(Oc1cccc2ccccc12)c1ccco1
83.3	-15.8	-4.5	0.2	-19.6	1.05	-0.5	-4.1	1.06	CC(C)OP(C)(=O)CN1CCN(CP(C)(=O)OC(C)C)CC1 (configuration not stated)
120.3	6.4	-3.4	-0.4	4.5	1.03	-0.1	-1.4	1.05	N=c1ccccn1CC(O)COc1ccccc1 (configuration not stated)
83.6	1.6	2.5	-0.6	/	1.08	-0.9	-2.2	1.23	CCCCc1cc(=O)oc2cc(C)c(CN3CCCC3)c(O)c12
77.3	6.7	2.5	0.5	6.0	1.03	-1.5	15.9	1.1	CCC(C)[C@H](NC(=O)Nc1ccc2c(c1)OCCO2)C(=O)O (some centres not stated)
91.3	2.0	-2.4	0.2	-22.4	0.97	-0.2	-0.2	1.03	COc1cccc(-n2nnc3c(=O)n(CC(=O)N4CCC(C)CC4)cnc32)c1
101.8	16.1	6.5	-1.3	24.7	1.03	-1.7	13.1	1.07	Cn1nnc(NCc2cc(Br)ccc2OCc2cccs2)n1
90.8	30.8	-1.1	-0.5	1.5	1.01	-0.6	7.3	1.05	COc1ccc(OC)c(C2SCCN2S(=O)(=O)c2cccc(C(F)(F)F)c2)c1 (configuration not stated)
61.9	-1.1	2.4	/	/	1.08	-0.3	-5.4	1.08	COC(=O)c1cn(NC(=O)c2ccncc2)c(=O)c2ccccc12
64.7	/	4.9	-0.7	18.4	1	0.5	0.8	1.05	CC1(C)O[C@@H]2C[C@H]3[C@@H]4CCC5=CC(=O)C=C[C@]5(C)[C@@]4(F)[C@@H](O)C[C@]3(C)[C@]2(C(=O)CO)O1
88.5	4.7	1.9	-0.8	0.6	1	0.5	-1.6	0.81	CCn1c(COc2cccc(OC)c2)nnc1SCC(=O)Nc1ccccc1C(=O)OC
87.1	8.6	-15.8	-1.0	-3.8	1.05	0.3	-5.3	0.99	Cc1cccc(-n2c(O)c(C=Nc3ccccc3N)c(=O)[nH]c2=O)c1
115.1	-7.0	1.5	/	/	1.01	0.2	-4.9	1.04	O=C(Cn1nc(-c2ccc3c(c2)OCCO3)ccc1=O)Nc1ccc(N2CCOCC2)cc1
86.7	-16.3	-1.4	0.2	3.1	0.97	-1.3	1.3	1.03	O=C(Oc1cccc(-n2cnnn2)c1)C1CCCCC1
90.7	7.4	-3.9	-0.3	-14.8	1.05	0.2	3.6	1.24	O=c1c2[nH]c3ccc(F)cc3c2ncn1CCN1CCN(Cc2ccccc2)CC1
64.2	-22.8	-3.0	/	/	1.06	1.9	1.5	1.09	N#Cc1cnn(-c2nc(SCc3ccccc3)nc3sc4c(c23)CCCC4)c1N
107.3	-5.7	-1.2	-0.3	-22.0	1.05	0.5	-3.8	1.09	CCn1c(CNC(=O)c2cccc(C)c2)nc2ccccc21
124.2	-19.0	4.2	0.3	6.3	0.97	0.0	-6.2	1.08	O=C(NCc1csc(-c2ccccc2)n1)c1ccco1
95.0	-3.1	3.0	-0.7	-11.7	1.05	0.0	5.6	1.17	COC(=O)c1ccc(NC(=O)c2ccccc2N(C)S(C)(=O)=O)cc1
93.4	/	7.2	-1.9	3.5	1.02	-0.7	1.6	1.06	CCCCCSc1nc(O)cc(=O)[nH]1
100.2	0.6	1.5	0.0	18.7	1.01	-0.3	1.8	1.12	O=C1CSC(c2cccs2)N1c1ccccc1 (configuration not stated)
135.2	4.3	-0.2	/	/	1.05	0.3	-7.3	1.12	CC(C)C[C@H](NC(=O)OC(C)(C)C)C(=O)N1CCC(C(=O)N[C@@H](Cc2ccccc2)C(=O)O)CC1
62.1	-6.7	-6.3	-1.1	-5.9	1.02	-0.6	3.9	1.42	COC(=O)c1[nH]c2ccccc2c1NC(=O)CNC1CCCCC1
73.0	-12.2	1.8	-0.1	7.3	1.02	0.5	-10.5	1.04	COc1ccc(NC(=O)CSc2nc3ccccc3c(=O)n2CCNC(C)=O)cc1
94.7	8.9	2.0	0.1	-22.4	1.02	0.0	0.5	1.07	CCCNC(=O)NC(=O)CSc1ncc(C(F)(F)F)cc1Cl
47.8	5.0	8.9	/	/	1.02	2.1	-2.7	1.08	CC12CC(NC(=O)N1c1cccc(C(=O)NCc3ccc4c(c3)OCO4)c1)c1cc(Cl)ccc1O2 (configuration not stated)
139.7	24.7	3.6	-1.0	20.7	1	-0.7	-1.8	1.16	CCOC(=O)c1c(C)c(C(=O)Nc2ccc3c(c2)OCCO3)c(C)n1C
101.3	-8.7	3.0	-0.6	-18.7	0.99	-0.5	-4.8	1.04	CN(CC(=O)Nc1ccncc1)S(=O)(=O)c1ccccc1
86.0	11.3	-78.4[fluorescence artefact?]	0.5	/	1.18	-0.7	19.4	2.09*	COc1cc(OC)c(-c2nnc(-c3ccc(OC)c(OC)c3OC)o2)cc1OC
75.7	10.4	5.6	-0.2	-10.9	1.08	-0.7	18.2	1.05	CC(=O)C1C(=O)C=C(c2ccco2)CC1c1ccccc1 (configuration not stated)

# 3 compounds out of the list above, sorted by the number in HTR1E agonist, high to low:
Her2 expr inh	5HT1a antag	MMP13 inh	S1P3 ag	S1P1 ag pot	A340 absorber	HTR1E agonist	HTR1E antagonist	Autofluor 339	Molecule
90.7	7.4	-3.9	-0.3	-14.8	1.05	0.2	3.6	1.24	O=c1c2[nH]c3ccc(F)cc3c2ncn1CCN1CCN(Cc2ccccc2)CC1
102.2	12.8	2.6	-0.7	-25.1	1.27	0.1	2.3	1.18	COc1cc2nc(-c3cccs3)oc(=O)c2cc1OC
83.6	1.6	2.5	-0.6	/	1.08	-0.9	-2.2	1.23	CCCCc1cc(=O)oc2cc(C)c(CN3CCCC3)c(O)c12

# Going on with the list:
Her2 expr inh	5HT1a antag	MMP13 inh	S1P3 ag	S1P1 ag pot	A340 absorber	HTR1E agonist	HTR1E antagonist	Autofluor 339	Molecule
93.0	9.5	5.9	0.4	-1.1	1.01	-0.7	6.9	1.07	COc1ccc(N(CC(=O)NC2CCCCCC2)S(=O)(=O)c2c(C)nn(C)c2C)cc1
110.7	-1.1	1.6	-1.2	-15.9	1.01	-0.9	9.9	1.09	CCOC(=O)N1CCC(N(C(=O)Nc2ccc(CC)cc2)C(C)CC)CC1 (configuration not stated)
97.9	16.2	-4.5	-1.0	0.4	1.07	0.6	-6.1	3.01*	COc1ccc(-c2cc(C(F)(F)F)n3ncc(C(=O)NCC4CCCO4)c3n2)cc1 (configuration not stated)
56.2	/	3.0	-2.7	-12.2	1.01	0.3	8.4	1.06	CCCOc1cccc(CN2CCCCC2c2cccnc2)c1 (configuration not stated)
103.1	-26.7	-2.8	0.1	-7.8	0.97	3.0	-6.5	1	N#CC(C(=O)CCN1C(=O)C2CC=CCC2C1=O)c1nc2ccccc2[nH]1 (configuration not stated)
81.5	-20.0	2.1	-0.3	-9.1	1.03	0.0	5.2	1.15	CC1(C)OC(=O)C2(Cc3ccccc3N3CCCCC32)C(=O)O1 (configuration not stated)
109.1	/	-0.5	0.1	-2.1	1.07	-0.4	-4.3	1.09	Cc1cccc(-c2nnc3n2N=C(c2ccc(Br)cc2)CS3)c1
78.6	1.9	5.0	-0.9	-15.6	1.02	-1.3	15.0	1.04	O=C(COc1ccccc1)Nc1ccc(S(=O)(=O)N2CCCC2)cc1
134.2	-13.5	-0.2	-0.7	9.8	0.97	-1.6	1.9	1.02	CCc1[nH]nc2c1C(c1ccncc1)C(C#N)=C(N)O2 (configuration not stated)
84.5	16.1	-7.6	0.2	2.9	0.98	-0.3	-3.3	1.01	CCC1Oc2ccc(C)cc2N(CC(=O)N(Cc2cccnc2)Cc2ccc(C)o2)C1=O (configuration not stated)
-17.6*	-5.1	-3.7	0.1	-15.7	1.01	-0.6	-12.3	1.13	Cc1cc(-c2ccccc2)nc(=O)[nH]1
86.7	-1.1	-69.5	-0.8	-26.1	1.05	-0.1	-1.7	2.35*	O=c1cc(-c2ccco2)oc2ccc(Cl)cc12
82.3	-6.8	0.2	-0.5	9.3	0.99	0.1	-4.5	1.05	CCCCCCn1c(SCC(=O)OC)nc2c1c(=O)[nH]c(=O)n2C
102.8	2.6	0.1	-1.3	-3.5	1.07	-0.1	4.4	1.09	CCCc1cc(=O)[nH]c(NCc2ccc(Cl)cc2)n1
96.7	-25.1	i[fluorescence artefact?]	1.2	-15.7	1.01	1.0	0.5	4.92*	CC(=O)Oc1cc2oc(=O)c3c(c2cc1Cl)CCC3
102.2	13.4	4.0	-0.2	-0.4	1.02	-0.6	-0.4	1.02	Cc1cccc(NC(=O)C2CCN(S(=O)(=O)c3cccc4cccnc34)CC2)c1
143.4	6.8	6.5	-1.5	4.3	1.07	-1.0	0.4	1.08	CCN(CC(N)=O)S(=O)(=O)c1ccc(Br)cc1
132.5	/	-1.6	-1.0	-7.8	0.97	-0.2	4.0	1.01	Brc1cccc(-c2cnc3n2CCCCC3)c1
101.5	-3.8	4.7	-0.4	/	1	-0.1	4.4	1.11	CCn1c(-c2c[nH]c3ccccc23)n[nH]c1=S
97.5	-10.5	-108.7[fluorescence artefact?]	-1.0	1.8	1.12	-1.1	6.7	3.83*	Cc1c(OCc2nn[nH]n2)ccc2c3c(c(=O)oc12)CCC(C)C3 (configuration not stated)
119.9	-12.9	-4.4	0.8	-14.7	1.05	-0.3	-4.1	1.09	COCCCNC(=O)c1ccc(N(C)S(C)(=O)=O)cc1
104.9	8.2	3.2	-0.7	2.8	1.06	-1.4	-0.1	1.09	COCCSc1ccccc1C(=O)Nc1nccs1
